TDP1 cell CPT = DT40-hTDP1 cell growth loss with CPT; chicken DT40 Tdp1-/-;hTDP1 cells + 20 nM CPT, ATP luminescence, 48 h; Potency, µM (series often up to 46.2 µM), for inactives: top-dose activity change, negative = growth inhibition, usual class: inhibitors; hit rate 12% among 420,000; also: nearly all actives have a fitted effect of over 55% in size
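Chicken DT40 Tdp1-/- cells complemented with human TDP1, 400 cells/well, exposed to compounds plus 20 nM camptothecin for at least 48 h at 37 C; viability read as ATP content by CellTiter-Glo luminescence.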
TDP1 inh = TDP1 (human) enzyme inhibition. Q9NUW8. recombinant TDP1, AlphaScreen DNA substrate cleavage. Potency, µM (doses to about 130 µM), without a hit: at the highest dose activity change, negative = inhibition, usual class: inhibitors. hit rate 0.28% among 350,000. AID 485290; also: nearly all actives have a fitted effect of over 40% in size
Target sequence (Q9NUW8 whole entry, looked up): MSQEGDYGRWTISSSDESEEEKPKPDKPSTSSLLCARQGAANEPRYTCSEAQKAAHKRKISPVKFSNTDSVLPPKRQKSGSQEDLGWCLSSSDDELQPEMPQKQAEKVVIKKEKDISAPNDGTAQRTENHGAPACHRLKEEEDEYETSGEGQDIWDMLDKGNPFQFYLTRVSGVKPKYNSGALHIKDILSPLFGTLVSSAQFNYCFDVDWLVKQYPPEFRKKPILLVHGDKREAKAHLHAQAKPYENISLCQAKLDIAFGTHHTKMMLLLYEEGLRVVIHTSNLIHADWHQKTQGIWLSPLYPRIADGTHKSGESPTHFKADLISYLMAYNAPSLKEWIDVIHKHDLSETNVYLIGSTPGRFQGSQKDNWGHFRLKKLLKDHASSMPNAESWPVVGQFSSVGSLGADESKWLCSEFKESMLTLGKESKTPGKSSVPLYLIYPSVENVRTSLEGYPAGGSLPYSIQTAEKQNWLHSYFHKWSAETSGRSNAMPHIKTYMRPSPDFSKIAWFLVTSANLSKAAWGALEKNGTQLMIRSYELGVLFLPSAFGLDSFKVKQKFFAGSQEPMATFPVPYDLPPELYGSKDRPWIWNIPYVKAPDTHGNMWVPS
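AlphaScreen read-out: signal falls as enzyme removes the 3' tyrosine-FITC from a 5'-biotinylated DNA oligo (15 nM, 5 min, RT). Enzyme was E. coli-made recombinant Tdp1 at 1 nM, exposed to compound for 15 min beforehand; beads 10 ug/ml, 10 min.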
TDP1 cell noCPT = qHTS for Inhibitors of human tyrosyl-DNA phosphodiesterase 1 (TDP1): qHTS in cells in absence of CPT. DT40 Tdp1-/- hTDP1 cells, no CPT, ATP luminescence, 48 h. Potency, µM (top dose mostly 46.2 µM), without a hit: at the top dose activity change, negative = growth inhibition, usual class: inhibitors. hit rate 15% among 420,000; also: nearly all actives have a fitted effect of over 55% in size
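Compound effects on proliferation are scored in DT40 Tdp1-/-;hTDP1 cells in the absence of CPT. ATP levels (CellTiter-Glo luminescence) are recorded after a ≥48 hr, 37 °C incubation.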
* marks the source's active call; other numbers are inactive results; [ ] = dose if it differs, or a comment. Calls follow the shape of the dose curve; as a rule, active = well fitted curve in the direction sought with a large enough effect; inconclusive = small, poorly fitted or top-dose-only effect, or another doubt; inactive = no such curve, though single readings can be large; an effect the other way counts as inactive or inconclusive. % is scaled to controls: 0 for no effect and ±100 for the full control effect; potency is read from the fitted curve at half-maximal effect.

What do the screens show for `CCOc1ccc(C(c2c(O)cc(C)n(Cc3ccco3)c2=O)N2CCN(c3ccccc3)CC2)cc1` (stereo not given)?
TDP1 cell CPT: inconclusive; TDP1 inh: 8%; TDP1 cell noCPT: inconclusive

How did COc1ccc(CCNC(=O)CSC(=O)c2ccccc2)cc1OC do in these assays?
TDP1 cell CPT: -18%; TDP1 inh: 3%; TDP1 cell noCPT: 0%

How did Cc1ccc(/C(O)=C2/C(=O)C(=O)N(CC(=O)O)C2c2ccc([N+](=O)[O-])cc2)cc1 (stereo not given) do in these assays?
TDP1 cell CPT: 13%; TDP1 cell noCPT: inconclusive

How did O=C(NC1CCSC1=O)C1CC(=O)N(c2ccc(F)cc2)C1 (stereo not given) do in these assays?
TDP1 cell CPT: -7%; TDP1 inh: 4%; TDP1 cell noCPT: -9%

Results for O=[N+]([O-])c1cccc(COc2cccc(CN3CCOCC3)c2)c1 ?
TDP1 cell CPT: -10%; TDP1 cell noCPT: -24%

Results for COc1ccc(-c2nc3c(c(SCC(=O)Nc4cc(C)cc(C)c4)n2)Cc2c(CO)cnc(C)c2O3)cc1 ?
TDP1 cell CPT: -4%; TDP1 inh: 3%; TDP1 cell noCPT: -12%

What do the screens show for `CCOc1ccc(C(=O)CCC(=O)N(CC)CC(=O)NCc2cccs2)cc1`?
TDP1 cell CPT: -7%; TDP1 cell noCPT: inconclusive

How did Cc1ccc(C(=O)N2CCN(c3nc4ccccc4n3C)CC2)cc1 do in these assays?
TDP1 cell CPT: inconclusive; TDP1 cell noCPT: 0%

How did CCc1ccc(/C=C\C(=O)N2CCc3ccccc3C2)cc1 do in these assays?
TDP1 cell CPT: -1%; TDP1 inh: 1%; TDP1 cell noCPT: 2%

What do the screens show for `Cc1ccc(S(=O)(=O)N2CCCCC2)cc1NC(=O)CNCc1ccco1`?
TDP1 cell CPT: -26%; TDP1 inh: 9%; TDP1 cell noCPT: -17%

How did O=C(Nc1ncc(Br)s1)C1CCCN1S(=O)(=O)c1cccc2cccnc12 (stereo not given) do in these assays?
TDP1 cell CPT: inconclusive; TDP1 inh: 5%; TDP1 cell noCPT: inconclusive

Results for Cn1c(=O)c2cc(NC(=O)NCCc3cccs3)ccc2n1C/C=C/c1ccccc1 ?
TDP1 cell CPT: inconclusive; TDP1 cell noCPT: inconclusive

How did Cc1cc(C)cc(-c2nnc(SCC(=O)Nc3cc(C)on3)o2)c1 do in these assays?
TDP1 cell CPT: -1%; TDP1 inh: 0%; TDP1 cell noCPT: -22%

How did CNC(=O)c1ccc(-c2ccc(OC)cc2)s1 do in these assays?
TDP1 cell CPT: 2%; TDP1 inh: 2%; TDP1 cell noCPT: -6%

What do the screens show for `COc1ccc(C(=O)COC(=O)c2cc(=O)c3ccccc3o2)cc1`?
TDP1 cell CPT: -22%; TDP1 inh: -1%; TDP1 cell noCPT: -10%

The closing 4 compounds of the section before lead into the next.
Results for Cn1c(=O)c2cc(NC(=O)NCCc3cccs3)ccc2n1C/C=C/c1ccccc1 ?
TDP1 cell CPT: inconclusive; TDP1 cell noCPT: inconclusive

How did Cc1cc(C)cc(-c2nnc(SCC(=O)Nc3cc(C)on3)o2)c1 do in these assays?
TDP1 cell CPT: -1%; TDP1 inh: 0%; TDP1 cell noCPT: -22%

How did CNC(=O)c1ccc(-c2ccc(OC)cc2)s1 do in these assays?
TDP1 cell CPT: 2%; TDP1 inh: 2%; TDP1 cell noCPT: -6%

What do the screens show for `COc1ccc(C(=O)COC(=O)c2cc(=O)c3ccccc3o2)cc1`?
TDP1 cell CPT: -22%; TDP1 inh: -1%; TDP1 cell noCPT: -10%

What do the screens show for `CC(C(=O)Nc1nc(-c2ccc(F)c(F)c2)cs1)N1C(=O)C2CC=CCC2C1=O` (stereo not given)?
TDP1 cell CPT: inconclusive; TDP1 inh: 1%; TDP1 cell noCPT: 23µM*

Results for O=C(CCn1c(=O)[nH]c2ccsc2c1=O)N1CCN(c2cccc(Cl)c2)CC1 ?
TDP1 cell CPT: -11%; TDP1 inh: 6%; TDP1 cell noCPT: inconclusive

Results for CC1CCCCC1NC(=O)C1CCN(S(=O)(=O)N2CCCCCC2)CC1 (stereo not given) ?
TDP1 cell CPT: inconclusive; TDP1 inh: 6%; TDP1 cell noCPT: -26%

How did Cc1cccc(Nc2nc(-c3ccc(O)c(O)c3)cs2)n1 do in these assays?
TDP1 cell CPT: 2.1µM*; TDP1 inh: 9%; TDP1 cell noCPT: 1.6µM*

Results for CCOC(=O)COn1c(-n2nc(C)cc2C)nc2ccccc2c1=O ?
TDP1 cell CPT: inconclusive; TDP1 cell noCPT: 26µM*

Results for CN1CCN(C(=O)C2CCN(S(=O)(=O)c3ccc4c(c3)oc(=O)n4C)CC2)CC1 ?
TDP1 cell CPT: -7%; TDP1 inh: 3%; TDP1 cell noCPT: -1%

Results for O=C(NCC(c1ccco1)N1CCc2ccccc2C1)c1cccc(F)c1 (stereo not given) ?
TDP1 cell CPT: -12%; TDP1 cell noCPT: -19%

What do the screens show for `Cc1cc(C(=O)CCC(=O)Nc2ccc(C(N)=O)cc2)c(C)s1`?
TDP1 cell CPT: -1%; TDP1 cell noCPT: -10%

How did O=C(Oc1ccc(N2C(=O)CCC2=O)cc1)c1ccccc1Cl do in these assays?
TDP1 cell CPT: -3%; TDP1 inh: 3%; TDP1 cell noCPT: -4%

What do the screens show for `Cc1cccc(OCc2nnc(SCC(=O)NCCc3ccccc3)o2)c1`?
TDP1 cell CPT: -1%; TDP1 inh: -1%; TDP1 cell noCPT: -8%

How did COc1ccc(NC(=O)CCCc2nnc3n(C(C)C)c(=O)c4sccc4n23)cc1Cl do in these assays?
TDP1 cell CPT: 13µM*; TDP1 inh: 3%; TDP1 cell noCPT: 23µM*

Results for Cc1ccc(S(=O)c2snnc2C)cc1 (stereo not given) ?
TDP1 cell CPT: -5%; TDP1 cell noCPT: -10%

Results for c1ccc(CCCNc2ncnc3nc[nH]c23)cc1 ?
TDP1 cell CPT: inconclusive; TDP1 inh: 3%; TDP1 cell noCPT: 21µM*

How did C=C(C)Cn1c(SCC(=O)Nc2cccc(Cl)c2)nc2sc3c(c2c1=O)CCCC3 do in these assays?
TDP1 cell CPT: inconclusive; TDP1 cell noCPT: 15µM*

What do the screens show for `COc1ccc(S(=O)(=O)N2CCC(C(=O)N[C@@H](C)C(=O)NC3CCCC3)CC2)cc1`?
TDP1 cell CPT: 16µM*; TDP1 inh: 1%; TDP1 cell noCPT: inconclusive

Compounds shown so far that contain a nitro group on carbon, in the order listed:
How did Cc1ccc(/C(O)=C2/C(=O)C(=O)N(CC(=O)O)C2c2ccc([N+](=O)[O-])cc2)cc1 (stereo not given) do in these assays?
TDP1 cell CPT: 13%; TDP1 cell noCPT: inconclusive

Results for O=[N+]([O-])c1cccc(COc2cccc(CN3CCOCC3)c2)c1 ?
TDP1 cell CPT: -10%; TDP1 cell noCPT: -24%

Carrying on.
Results for COc1ccc(-c2cc(-c3ccccc3)nc(SCC(=O)Nc3ccccc3F)c2C#N)cc1 ?
TDP1 cell CPT: inconclusive; TDP1 inh: 6%; TDP1 cell noCPT: inconclusive

How did Cc1cc(S(=O)(=O)Nc2cccc([N+](=O)[O-])c2)c(C)s1 do in these assays?
TDP1 cell CPT: -13%; TDP1 cell noCPT: -16%

What do the screens show for `COc1cc(/C=N/NC(=O)Nc2cccc3nsnc23)cc(OC)c1OC`?
TDP1 cell CPT: inconclusive; TDP1 inh: 6%; TDP1 cell noCPT: inconclusive

What do the screens show for `Cc1onc(-c2ccncc2)c1C(=O)O`?
TDP1 cell CPT: 5%; TDP1 inh: 0%; TDP1 cell noCPT: 18%

How did CN1C2CCC1CC(NC(=O)CSc1ccc(Cl)cc1)C2 (stereo not given) do in these assays?
TDP1 cell CPT: -14%; TDP1 inh: 3%; TDP1 cell noCPT: -14%

How did COc1ccccc1-c1cn[nH]c1-c1ccc(OCc2ccc(F)cc2)cc1O do in these assays?
TDP1 cell CPT: inconclusive; TDP1 cell noCPT: inconclusive

Results for CCCN(CCC)S(=O)(=O)c1ccc2c(c1)N(CC(=O)NCc1ccc(F)cc1Cl)C(=O)CS2 ?
TDP1 cell CPT: inconclusive; TDP1 inh: 9%; TDP1 cell noCPT: inconclusive

Results for CC1CC(C)CN(S(=O)(=O)c2ccc(C(=O)Nc3nnc(-c4cccs4)o3)cc2)C1 (stereo not given) ?
TDP1 cell CPT: 6.3µM*; TDP1 inh: 10%; TDP1 cell noCPT: 5µM*

How did CC(Oc1ccc(Br)cc1)C(=O)N1CCC(C(N)=O)CC1 (stereo not given) do in these assays?
TDP1 cell CPT: 3%; TDP1 inh: -5%; TDP1 cell noCPT: -11%

What do the screens show for `CCn1c(CC(=O)Nc2ccc(C)c(Cl)c2)nnc1SCC(=O)Nc1nc(C)cs1`?
TDP1 cell CPT: -3%; TDP1 inh: 4%; TDP1 cell noCPT: -19%

What do the screens show for `N#CNC(=Nc1ccc(Cl)cc1)Oc1ccccc1`?
TDP1 cell CPT: inconclusive; TDP1 inh: 0%; TDP1 cell noCPT: inconclusive

Results for O=C(C(=O)N1CCOCC1)c1cn(CC(=O)N2CCCCC2)c2ccccc12 ?
TDP1 cell CPT: -3%; TDP1 inh: 2%; TDP1 cell noCPT: 3%

What do the screens show for `CCOC(=O)C(NC(C)=O)C(O)c1ccc([N+](=O)[O-])cc1` (stereo not given)?
TDP1 cell CPT: -2%; TDP1 inh: 5%; TDP1 cell noCPT: 0%

How did c1ccc(OCCCCn2cnc3ccccc32)cc1 do in these assays?
TDP1 cell CPT: inconclusive; TDP1 inh: 4%; TDP1 cell noCPT: 18µM*

What do the screens show for `CCc1ccccc1NC(=O)CNC(=O)c1ccccc1OCc1c(C)noc1C`?
TDP1 cell CPT: -6%; TDP1 cell noCPT: -21%

Results for O=C(/C=C/c1ccccc1Cl)NC1CCS(=O)(=O)C1 (stereo not given) ?
TDP1 cell CPT: 21µM*; TDP1 inh: 2%; TDP1 cell noCPT: 18µM*

What do the screens show for `Cc1ccc(OCC(=O)Nc2ccc(F)cc2)cc1`?
TDP1 cell CPT: -18%; TDP1 inh: 3%; TDP1 cell noCPT: -12%

What do the screens show for `N#CC1(C#N)CC(C=O)=C(N)C1(C#N)CC(=O)c1ccc(F)cc1` (stereo not given)?
TDP1 cell CPT: inconclusive; TDP1 inh: 2%; TDP1 cell noCPT: inconclusive

How did c1ccc(C2=NC(c3ccccc3)N=C(c3ccccc3)N2)cc1 do in these assays?
TDP1 cell CPT: -13%; TDP1 inh: -5%; TDP1 cell noCPT: -29%

What do the screens show for `CCOC(=O)c1c(/N=C/N(C)C)sc2c1CCC2`?
TDP1 cell CPT: 7%; TDP1 inh: 7%; TDP1 cell noCPT: inconclusive

Results for O=C(CO/N=C/c1ccccc1O)N1CCc2ccccc21 ?
TDP1 cell CPT: inconclusive; TDP1 inh: 5%; TDP1 cell noCPT: inconclusive

How did C/C(=N\NC(=S)NCCc1ccccc1)c1cccc(Br)c1 do in these assays?
TDP1 cell CPT: inconclusive; TDP1 inh: 8%; TDP1 cell noCPT: inconclusive

Results for CCOc1ccccc1Nc1nc(N)nc(CSc2nncn2C)n1 ?
TDP1 cell CPT: 6%; TDP1 inh: 2%; TDP1 cell noCPT: 1%

Results for CCOc1cc(C(=O)OCc2cc(=O)n3nc(C4CC4)sc3n2)cc(OCC)c1OCC ?
TDP1 cell CPT: inconclusive; TDP1 inh: 5%; TDP1 cell noCPT: 21µM*

Results for Cc1cc(Cl)ccc1NC(=O)CCN1C(=O)NC(C)(C)C1=O ?
TDP1 cell CPT: -16%; TDP1 inh: 0%[56.1 µM]; TDP1 cell noCPT: 7%

What do the screens show for `CCOC(=O)c1ccc(N(CC2CO2)S(=O)(=O)c2ccc(C)cc2)cc1` (stereo not given)?
TDP1 cell CPT: 13µM*; TDP1 cell noCPT: 16µM*

Source: PubChem BioAssay
